# RmlCD inh mix = RmlC/RmlD inhibition, mixture screen | RmlC/RmlD coupled enzyme inhibition, 384-well mixture HTS | inhibition, % at 5.5 µM | 0.39% of 110,000 active | AID 1532; in the data active = inhibition above about 30%, passing the limit was not always enough; also: strong numbers were not always called active
# RT RNaseH block = blocks HIV-1 RNase H cleavage of RNA/DNA duplex. 1.9% of 65,000 active. RT-RNase H RNA/DNA duplex cleavage, fluorescence. inhibition, % at 10 µM; in the data active = inhibition above about 50%
# * hit, by the source's call; i = inactive; / = no result given. This is a subset; count on the stated rates, not on these rows.
SMILES,RmlCD inh mix,RT RNaseH block
CCN1CCN(c2cc(C)c3cc(NC(=O)c4ccc(Br)o4)ccc3n2)CC1,-4.2,6.7
CC(=O)O[C@@H]1[C@@H](OC(C)=O)[C@H](n2ccc3cc([N+](=O)[O-])ccc32)OC[C@@H]1OC(C)=O,4.2,/
NS(=O)(=O)c1cccnc1Nc1cccc(Cl)c1Cl,-1.4,/
COC(=O)C(C(=O)OC)C(C[N+](=O)[O-])c1ccc(OC)c(OC)c1 (centres undefined),18.1,/
COc1ccc2[nH]cc(C3N4CC5(C)CN3CC(C)(C4)C5=O)c2c1 (centres undefined),-11.1,-5.5
COC(=O)c1c(NC(=O)CN2CCOCC2)sc2c1CCC(C)C2 (centres undefined),-9.5,-28.6
O=C(c1ccc2c(c1)c(=O)oc1ccccc12)N1CCCCC1,/,2.8
COc1ccccc1/C=C/C=N/n1c(COc2ccccc2)n[nH]c1=S,-5.2,/
CC(C)C(=O)Nc1ccc(C(=O)NNC(=O)C(c2ccccc2)c2ccccc2)cc1,-12.0,/
O=C(O)CSCc1c(F)cccc1Cl,-8.5,-7.3
CCc1cc2c(-n3nc(C)cc3C)ncnc2s1,3.1,/
COc1ccc(CCN2CCCn3c2nc2c3c(=O)n(Cc3ccccc3F)c(=O)n2C)cc1OC,9.4,-7.8
O=C1CNCc2[nH]c3ccccc3c2N1c1ccccc1,6.5,-36.7
CCOC(=O)c1sc(NC(=O)CN2C(=O)c3cccc4cccc(c34)C2=O)nc1C,-14.2,/
CCOC(=O)C1CCCN(C(=O)CCc2ccccc2)C1 (centres undefined),2.2,-9.5

# Overlap with the part before: 7 compounds; new compounds follow.
SMILES,RmlCD inh mix,RT RNaseH block
CC(C)C(=O)Nc1ccc(C(=O)NNC(=O)C(c2ccccc2)c2ccccc2)cc1,-12.0,/
O=C(O)CSCc1c(F)cccc1Cl,-8.5,-7.3
CCc1cc2c(-n3nc(C)cc3C)ncnc2s1,3.1,/
COc1ccc(CCN2CCCn3c2nc2c3c(=O)n(Cc3ccccc3F)c(=O)n2C)cc1OC,9.4,-7.8
O=C1CNCc2[nH]c3ccccc3c2N1c1ccccc1,6.5,-36.7
CCOC(=O)c1sc(NC(=O)CN2C(=O)c3cccc4cccc(c34)C2=O)nc1C,-14.2,/
CCOC(=O)C1CCCN(C(=O)CCc2ccccc2)C1 (centres undefined),2.2,-9.5
O=C(CSc1nnc(-c2ccco2)n1-c1ccccc1)NCc1ccc2c(c1)OCO2,5.5,-10.8
CCCC(=O)n1nc(-c2ccco2)nc1SCc1ccccc1,3.3,-11.6
CC(C)CC12CN3CCN(CC(C3)C1O)C2 (centres undefined),12.5,-6.0
CCOC(=O)c1ccc(NC(=O)c2ccc3c(c2)OCO3)cc1,-0.7,1.3
COc1ccc(C(C(=O)NC2CCCCC2)N(C(=O)c2sc(C)nc2C)c2ccccc2C)cc1 (centres undefined),7.7,/
CCN1C(=O)/C(=C\c2cccs2)C(C(=O)OC)=C1C,7.2,/
Cc1cc(C(=O)C(=O)NC(C)C)c(C)n1-c1ccc([N+](=O)[O-])cc1,-6.1,/
COc1ccc(C(O)c2nccn2Cc2ccccc2)cc1 (centres undefined),-4.5,-0.5
COc1cc(NC(=O)c2cccc3c2C(=O)N(Cc2cccnc2)C3)cc(OC)c1OC,6.4,-22.3
CCc1ccc2c(c1)C(c1ccc([N+](=O)[O-])cc1)=NNC(c1ccc(F)cc1)=N2,0.8,/
CCn1c(N)c(C(=O)NCc2cccnc2)sc1=S,/,-14.0
COC(=O)c1c(-c2ccc(Br)cc2)csc1NC(=O)Cc1ccc(OC)c(OC)c1,-16.0,/
Nc1sc2c(c1C(=O)NC1CCS(=O)(=O)C1)CCC2 (centres undefined),-38.0,66.5*
COc1cccc(N(C(=O)c2ccco2)C(C(=O)NC2CCCC2)c2ccc(N(C)C)cc2)c1 (centres undefined),-8.7,4.0
COc1cccc(NC(=O)CSc2ccc3nnc(-c4ccncc4)n3n2)c1,8.1,1.4
O=C(N[C@H]1CP(=O)(Oc2ccccc2)O[C@H](COCc2ccccc2)[C@H]1O)C(Cl)(Cl)Cl (some centres undefined),-10.2,/
COc1cccc(-c2nnc(NC(=O)c3ccc(S(=O)(=O)N(CC(C)C)CC(C)C)cc3)o2)c1,/,65.7*
CC(CC(=O)NC1CCSC1=O)c1ccccc1 (centres undefined),-54.2,-1.4
Cc1cc(OCc2ccc(F)cc2)nc(-c2ccccc2O)n1,6.9,-22.7
Cc1ccc(NC(=S)N/C(=N/S(=O)(=O)c2ccccc2)c2ccccc2)cc1,-11.0,/
Cc1nn(C)cc1C(=O)NNC(=S)Nc1ccccc1,-8.7,/
COc1ccccc1C(=O)N1CCCC1(C#N)c1ccccc1 (centres undefined),-10.4,-8.7
Cc1cc(C)nc(SCC(=O)Nc2ccc(S(=O)(=O)Nc3nccs3)cc2)n1,-27.1,-7.7
CC(=O)c1cccc(NC(=O)c2onc(C)c2Cl)c1,-10.3,/
O=c1c2c3n(c(=O)nc2[nH]n1-c1ccccc1)CCCCC3,5.2,-2.6
COc1ccc(NC(=O)CC2SC(=Nc3ccccc3)NC2=O)cc1 (centres undefined),-16.2,/
C=CCNC(=O)C1CC(=O)N(c2ccc(OCC(=O)Nc3ccc(Cl)c(C(F)(F)F)c3)cc2)C1 (centres undefined),-10.1,/
COc1ccc(N(CC(=O)Nc2ccc(S(=O)(=O)N3CCCC3)cc2)S(C)(=O)=O)cc1OC,11.0,-3.7
CC1=C(C(=O)OCc2ccc3c(c2)OCO3)C(c2ccccc2OCc2ccccc2)NC(=O)N1 (centres undefined),-7.2,/
O=C(Nc1cccc(-c2csc(Nc3cccc(C(F)(F)F)c3)n2)c1)c1cc([N+](=O)[O-])cc(C(F)(F)F)c1,-2.0,/

# An excerpt from above in order of SMILES length, lowest first.
SMILES,RmlCD inh mix,RT RNaseH block
Cc1nn(C)cc1C(=O)NNC(=S)Nc1ccccc1,-8.7,/
CCCC(=O)n1nc(-c2ccco2)nc1SCc1ccccc1,3.3,-11.6
Nc1sc2c(c1C(=O)NC1CCS(=O)(=O)C1)CCC2 (centres undefined),-38.0,66.5*
CCOC(=O)c1ccc(NC(=O)c2ccc3c(c2)OCO3)cc1,-0.7,1.3
CC1=C(C(=O)OCc2ccc3c(c2)OCO3)C(c2ccccc2OCc2ccccc2)NC(=O)N1 (centres undefined),-7.2,/

# Further compounds
SMILES,RmlCD inh mix,RT RNaseH block
CCCCCCn1c(SCCOC)nc2c1c(=O)[nH]c(=O)n2C,-93.8,-18.0
N[C@@H](Cc1c[nH]c2ccccc12)c1nnc(SCc2ccccc2)o1,8.4,-17.1
O=C(Nc1cccn(Cc2c(Cl)cccc2Cl)c1=O)c1ccc(Cl)cc1Cl,7.5,/
COc1ccc(NC(=O)CC(Cc2ccccc2)C(=O)O)cc1 (centres undefined),4.1,-30.9
CC(C)=CCCC(C)CN1CCC(O)CC1 (centres undefined),69.7,-7.3
CNC(=O)N(C1=NCC(C)S1)c1ccc(F)cc1F (centres undefined),-7.5,-30.5
Cc1ccc(C2CC(C(F)F)n3ncc(C(=O)Nc4cnn(Cc5ccccc5C)c4)c3N2)cc1 (centres undefined),6.1,-36.5
COc1ccc(Nc2nc(-c3cccs3)cs2)cc1,8.1,/
Cc1ccc(Cl)cc1Nc1nc(-c2sc(NC(=O)C(C)(C)C)nc2C)cs1,4.8,/
O=C(COC(=O)c1cccc(S(=O)(=O)N2CCOCC2)c1)Nc1ccc2c(c1)OCO2,i,2.6
Cc1ccc(OCCNC(=O)Cn2cnc3c(=O)n(C)c(=O)n(C)c32)cc1C,39.5,/
O=C(CN(C(=O)C1COc2ccccc2O1)c1ccccc1)NCC1CCCO1 (centres undefined),-10.9,-3.2
O=C(Nc1cccc(O)c1)c1ccccc1,8.9,-3.4
COc1cc(C)c(C)cc1S(=O)(=O)N1CCCCC1c1cccnc1 (centres undefined),1.4,-8.9
COc1cc2nc(CN(CCC(C)C)Cc3nc4cc(OC)c(OC)cc4c(=O)[nH]3)[nH]c(=O)c2cc1OC,-20.3,/
Cc1c(C(=O)c2cccc3ccccc23)c2cccc3c2n1[C@H](CN1CCOCC1)CO3,9.9,/
Cc1ccc(N2C(=O)CC(N(O)C3CC(=O)N(c4ccc(C)cc4)C3=O)C2=O)cc1 (centres undefined),-14.9,-23.0
CCc1nc(SCC(=O)NNC(=O)C2CCCCC2)c2ccccc2n1,-7.3,/
COC(=O)CSC1=C(C#N)C(c2ccc(C)cc2)C2=C(CCCC2=O)N1 (centres undefined),-6.3,2.7
O=C(CC1C(=O)NCCN1C(=O)Nc1ccccc1)Nc1cccc(C(F)(F)F)c1 (centres undefined),-3.8,-1.3
Cc1ccc(NC(=O)CC(O)(C(F)(F)F)C(F)(F)F)c(Br)c1,-11.3,3.5
COc1cccc(-c2noc(-c3cccs3)n2)c1,-9.3,-7.1
CS(=O)(=O)Nc1ccc2c(c1)C(=O)OC2,9.8,-0.9
O=C(Cn1cnc2cc(Cl)ccc2c1=O)Nc1ccc2c(c1)OCO2,6.7,/
COc1cc2c(cc1OC)C(COc1ccc3c(C)cc(=O)oc3c1)N(C(=O)c1ccco1)CC2 (centres undefined),-4.8,/
CCOC(=O)CCCCCNC(=O)c1c(O)[nH]c(=O)[nH]c1=O,6.3,/
CN1C(=O)c2oc3ccc(Br)cc3c(=O)c2C1c1ccncc1 (centres undefined),/,-0.9
N#CCCn1c(-c2nonc2NC(=O)c2ccccc2Cl)nc2ccccc21,0.3,5.7
CCCOc1ccccc1N/C(=N/c1nc(C)cc(C)n1)NC(=O)COc1ccc(OC)cc1,-8.2,/
Cc1ccc(C)c(Cn2nnc3c(=O)[nH]c(C(=O)NCc4ccco4)nc32)c1,8.1,1.7
Cc1cc(C)nc(NS(=O)(=O)c2ccc(N)cc2)n1,/,-3.0
O=C1C2C(c3ccccc3)C=CC(c3ccccc3)C2C(=O)N1C1CCCCC1 (centres undefined),2.8,/
Cc1ccccc1C(=O)Nc1ccc(N2CCOCC2)nc1,3.7,/
Cc1c(Cl)cccc1NC(=O)c1cccc(OC(F)F)c1,-10.1,/
COc1ccc(C2=Nn3c(nnc3-c3ccccc3OC)SC2)cc1OC,-8.0,-18.7
COc1ccc(-c2cn3cccnc3n2)cc1NC(=O)CC(C)C,23.1,-13.1
O=C(CSc1nc2ccccc2s1)N1c2ccccc2Sc2ccccc21,0.3,/
COCCNC(=O)C1Nc2ccc(OC(F)(F)F)cc2C2C=CCC12 (centres undefined),12.5,/
CCn1cc(C(=O)NCc2cccs2)c(=O)c2ccc(C)nc21,-4.3,-2.9
CCCCSCc1ccc(C(=O)O)o1,6.5,/
COc1cc(-c2nn3c(-c4cccc(C)c4)nnc3s2)cc(OC)c1OC,-3.0,-7.3
O=C(Cn1cnc2ccccc2c1=O)c1ccccc1,-12.3,/
COc1cc(NC(=O)c2cccs2)c(C(=O)OCC(=O)NC(=O)NC(C)(C)C)cc1OC,43.2,/
Cc1nc2cccc(C(=O)NC3CCCCC3)c2o1,3.4,-2.1
COC(=O)c1ccc(-n2cncn2)c(F)c1,9.2,/
Cc1cccc(CSc2cccc3cccnc23)c1,-13.6,/
CCOc1cc(-c2c(C#N)c(N)nc3c2CCCC3C)ccc1O (centres undefined),-0.1,-12.9
O=C(c1ccc(Cl)cc1)c1coc2ccc(O)cc12,1.0,/
CCOc1ncccc1C(=O)OCc1cn2cc(Cl)ccc2n1,11.2,-19.9
Cc1cccc2cc(CN(Cc3ccccc3)C(=O)N(C)C)c(=O)[nH]c12,-6.9,-13.8
N#Cc1c(NC(=O)c2cccnc2)sc2c1CCC2,-0.4,/
O=C(Oc1ccccc1)c1cccc(COC(=O)c2cnccn2)c1,-4.8,-10.2
CCNC(=O)CN1C(=O)NC2(CCCCCC2)C1=O,-10.0,/
CC(C)OC(=O)C1=C(N)N2C(=O)CSC2=C(C(=O)OC(C)C)C1,-9.9,/
CCOC(=O)N1CCN(C(=O)Nc2ccc(Cl)cc2)CC1,2.6,0.7
COc1ccc(C(=O)NCC(C)C)c(OC)c1,-6.6,/
O=C1c2oc3ccccc3c(=O)c2C(c2cccc(O)c2)N1c1ccccn1 (centres undefined),13.4,-9.6
Cc1c(NC(=O)CSc2nccn2C)c(=O)n(-c2ccccc2)n1C,0.0,/
COc1cccc(/C=N\NC(=O)C2C(=O)NCC2c2ccccc2)c1O (centres undefined),-3.4,/
Cn1c(=O)c2c(nc(N3CCOCC3)n2CCSc2ncccn2)n(C)c1=O,-5.0,/

# (continued)
SMILES,RmlCD inh mix,RT RNaseH block
Cc1ccccc1C(=O)NC(=S)Nc1ccc(S(=O)(=O)N2CCN(C)CC2)cc1,2.8,/
COCCCn1c(SCC(N)=O)nnc1-c1ccccc1,8.0,27.1
c1ccc(-c2nc(N3CCCCC3)nc3ccccc23)cc1,-35.3,/
O=C(CCCSc1nnnn1-c1ccccc1)c1ccc(F)cc1,-14.6,/
O=C(Cn1c(C(F)(F)F)nc2ccccc21)c1ccc(Br)cc1,3.1,/
Cc1ccc(C(=O)NNc2cc(N3CCCC3)nc(N3CCCC3)n2)cc1,16.1,/
CCOc1ccc(Nc2c3c(nc4ncnn24)CC(C)CC3)cc1 (centres undefined),4.8,-3.8
Oc1ccc(CN2CCCc3ccccc32)c2cccnc12,6.6,19.0
CS(=O)(=O)N1CCCC(C(=O)NCCCN2CCC(Cc3ccccc3)CC2)C1 (centres undefined),-7.0,-3.7
Cc1ccc(CNC(=O)C2CCCN(C(=O)N(C)C)C2)cc1 (centres undefined),2.5,/
COc1ccc(C[C@H]2CN3C(=NC[C@H]3Cc3ccccc3)N2CCNC(=O)c2ccc(C)c(Br)c2)cc1,-2.8,/
COc1ccc(CC(=O)NC2=NCCS2)cc1,11.9,/
Cc1ccc(-c2ccc(CCC(=O)O)n2CC2CCCO2)cc1 (centres undefined),7.9,/
O=C(NC1CCCC1)C(c1ccco1)N(Cc1ccccc1)C(=O)c1csnn1 (centres undefined),-11.5,-0.8
CC1=NN(c2ccccc2)C(=O)/C1=C\N1CC(C)OC(C)C1 (centres undefined),4.3,/
Cc1ccc(S(=O)(=O)N(C)CCCC(=O)N2CCN(c3ccccn3)CC2)cc1,7.2,-12.8
Cc1nc2ccccc2n1/C(=N/S(=O)(=O)c1ccc(Br)cc1)c1ccccc1,1.8,/
CCOC(=O)c1nc(N)c(=O)n(-c2ccccc2)n1,-15.1,-3.9

# Source: PubChem
